Tb PYK inh = inhibitors of Trypanosoma brucei pyruvate kinase; Q57TT1; TbPYK enzyme, Kinase-Glo Plus ATP luminescence, 45 min; Potency, µM (doses to about 76.8 µM), for the others: at the highest dose activity, negative = inhibition, hits mostly inhibitors; hit rate 0.12% among 410,000; AID 624173; note: potency is the fitted concentration of half-maximal effect; nearly all actives have a fitted effect of over 50% in size
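ADP (130 uM final) triggers the TbPYK reaction after compound addition; incubation is 45 min at room temperature. Kinase-Glo Plus is then added and luminescence imaged. Normalized data are fitted to concentration-effect curves.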
AMA1 RON2 block = inhibitors of Plasmodium falciparum AMA1-RON2 interaction | hit rate 0.2% among 360,000 | Potency, µM (top dose mostly 58.2 µM), without a hit: top-dose activity change, negative = inhibition, usual class: inhibitors | AlphaScreen AMA1-biotinylated RON2 peptide binding;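 note: potency is the fitted concentration of half-maximal effect; 0% = vehicle wells and -100% = peptide control; nearly all actives have a fitted effect of over 45% in size; some results filed as inactive show a strong effect at the top dose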
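AMA1 (3D7) with his tag at 25 nM final met compounds first, then biotinylated RON2 peptide at 25 nM; detection used donor plus acceptor beads, 10 µg/mL apiece, read by AlphaScreen after 30 min at room temperature.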
HCV inhibitor = inhibitors of hepatitis C virus infection | Huh7.5.1 HCVcc-Cre infection, luciferase reporter, 44 h | Potency, µM (titrated, usually from 41.8 µM), for the others: top-dose activity change, negative = inhibition, most hits filed as inhibitors | hit rate 3.4% among 340,000; note: potency is the fitted concentration of half-maximal effect
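Compounds are dispensed onto cells plated 4 h earlier at 1,000 per well, with HCVcc-Cre virus (about 0.5 moi) added next. Following 44 h of culture, luminescent signal is measured for 15 sec after 15 min with substrate at room temperature.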
HCMV inh = blocks human cytomegalovirus replication; HFF cells, HCMV-luciferase reporter, 72 h; stronger effect = lower value; activity change, negative = inhibition, % at 57.5 µM; hit rate 4.5% among 410,000; AID 1259415; in the data active = activity change below about -60%; inconclusive = no clear call, values can overlap the other calls; inactive = above about -39%
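Inhibition of viral replication was scored as loss of reporter luminescence in HFFs infected with HCMV-luciferase (MOI 1 PFU/cell) for 72 h; compounds tested at 2 doses, normalized to buffer and Salinomycin controls.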
AmpC inh no detg = inhibitors of E. coli AmpC beta-lactamase without detergent. Potency, µM (series often up to 57.1 µM), for inactives: at the top dose activity change, negative = inhibition, hits mostly inhibitors. hit rate 0.52% among 330,000. AID 485341. P00811. AmpC nitrocefin hydrolysis, absorbance 480 nm, 0.0001% Triton;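 note: potency is the fitted concentration of half-maximal effect; plate controls were no compound for no effect and no enzyme for full effect; nearly all actives have a fitted effect of over 20% in size; some results filed as inactive show a strong effect at the top dose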
Target sequence (P00811 whole entry, looked up): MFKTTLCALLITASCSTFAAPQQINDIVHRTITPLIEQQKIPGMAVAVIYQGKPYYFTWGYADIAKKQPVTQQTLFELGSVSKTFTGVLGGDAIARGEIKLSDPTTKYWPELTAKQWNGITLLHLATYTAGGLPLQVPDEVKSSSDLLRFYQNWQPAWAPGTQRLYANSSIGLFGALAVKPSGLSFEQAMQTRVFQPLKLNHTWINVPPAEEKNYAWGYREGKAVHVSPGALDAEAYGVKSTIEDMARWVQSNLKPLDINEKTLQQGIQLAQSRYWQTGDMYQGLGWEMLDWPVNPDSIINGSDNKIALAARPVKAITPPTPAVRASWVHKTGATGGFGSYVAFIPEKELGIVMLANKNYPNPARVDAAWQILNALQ
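AmpC (5.3 nM in the dispensed reagent) in 20 mM phosphate pH 7.0 with 0.01% (detergent screen) or 0.0001% Triton X-100 was preincubated with compounds for 15 min at room temperature. Nitrocefin was then added from an 800 uM solution, and hydrolysis was followed at 480 nm.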
LmPK inh = inhibitors of Leishmania mexicana pyruvate kinase; Q27686; purified LmPK, Kinase-Glo ATP luminescence, 1 h; Potency, µM (top dose mostly 57.5 µM), for the others: top-dose activity change, negative = inhibition, actives largely listed as inhibitors; hit rate 0.37% among 290,000; AID 1721; note: potency is the fitted concentration of half-maximal effect
Target sequence (Q27686 whole entry, looked up): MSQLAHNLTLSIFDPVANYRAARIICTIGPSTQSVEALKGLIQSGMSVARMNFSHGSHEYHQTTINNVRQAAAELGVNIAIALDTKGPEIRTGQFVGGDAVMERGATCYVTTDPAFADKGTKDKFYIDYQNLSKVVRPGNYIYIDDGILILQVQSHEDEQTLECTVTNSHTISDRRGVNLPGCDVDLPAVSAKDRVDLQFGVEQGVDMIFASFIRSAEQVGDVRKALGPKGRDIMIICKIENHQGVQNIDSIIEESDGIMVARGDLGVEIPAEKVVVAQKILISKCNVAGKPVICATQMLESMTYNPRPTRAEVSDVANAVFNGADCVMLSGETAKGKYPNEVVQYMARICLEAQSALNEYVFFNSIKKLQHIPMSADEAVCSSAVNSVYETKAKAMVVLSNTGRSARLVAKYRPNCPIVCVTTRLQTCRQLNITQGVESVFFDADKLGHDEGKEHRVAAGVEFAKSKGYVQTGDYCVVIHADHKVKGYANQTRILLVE
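0.1 nM LmPK, 0.5 mM PEP, 0.1 mM ADP; 50 mM imidazole pH 7.2, 7 mM MgCl2, 50 mM KCl; 1 h RT. Kinase-Glo luminescence readout, normalized to no-enzyme (full inhibition) and uninhibited wells.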
AmpC inh detg = blocks E. coli AmpC beta-lactamase in detergent assay. AmpC hydrolysis of nitrocefin, absorbance 480 nm, 0.01% Triton. Potency, µM (titrated, usually from 114 µM), without a hit: at the top dose activity change, negative = inhibition, hits mostly inhibitors. P00811. hit rate 0.041% among 370,000;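 note: potency is the fitted concentration of half-maximal effect; 0% = no-compound wells and -100% = no-enzyme wells; nearly all actives have a fitted effect of over 25% in size; some results filed as inactive show a strong effect at the top dose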
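20 mM phosphate pH 7.0 + 0.01% (detergent screen) or 0.0001% Triton X-100; 5.3 nM AmpC reagent; cpd preinc 15 min RT; nitrocefin (800 uM stock) to start; A480 q20 s × 4 min; Activity was normalised to no-enzyme and no-compound control wells.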
* = called active by the depositor; ? = inconclusive; . = no result given; & = joins results of further samples; [ ] = dose if it differs, or a comment. Unless noted, calls come from the whole dose curve; as a rule, active = well fitted curve in the direction sought with a large enough effect; inconclusive = small, poorly fitted or top-dose-only effect, or another doubt; inactive = no such curve, though single readings can be large; an effect the other way counts as inactive or inconclusive. Unless noted, % is set by controls: 0 for no effect and ±100 for the full control effect.

Sample of the layout, 2 compounds:
SMILES | Tb PYK inh | AMA1 RON2 block | HCV inhibitor | HCMV inh | AmpC inh no detg | LmPK inh | AmpC inh detg
CCOC(=O)C1=C(C)NC(=O)NC1/C=C/c1ccccc1 (stereo not drawn) | 11% | -11% | -11% | 1 | -16% | -5% | 9%
Cc1ccc(NC(=O)Nc2ccc(Cl)c(Cl)c2)nc1 | -2% | -7% | 4% | -33 | -21% | 5% | 2%

All compounds of this part, from the start:
SMILES | Tb PYK inh | AMA1 RON2 block | HCV inhibitor | HCMV inh | AmpC inh no detg | LmPK inh | AmpC inh detg
CCOC(=O)C1=C(C)NC(=O)NC1/C=C/c1ccccc1 (stereo not drawn) | 11% | -11% | -11% | 1 | -16% | -5% | 9%
Cc1ccc(NC(=O)Nc2ccc(Cl)c(Cl)c2)nc1 | -2% | -7% | 4% | -33 | -21% | 5% | 2%
CC(=O)Nc1cc(-c2ccc(N3CCN(C)CC3)cc2)cn2c(-c3ccccc3)cnc12 | 2% | -21% | . | -60* | . | . | .
COc1cccc(NC(=O)CSc2nc3ccccc3n2C)c1 | -19%&2% | 0% | 10% | ? | -26% | -2% | -5%&11%
O/N=C\c1cnc(N2CCN(c3ccccc3)CC2)s1 | 0% | -10% | -1% | -6 | -26% | -2% | -1%
CC(C)(C)NC(=O)COc1ccc2oc3c(c2c1)CCCC3 | 7% | -18% | -27% | -4 | 1% | 0% | -7%
O=S(=O)(NCc1ccccc1Cl)c1ccc(-c2cnc(C3CC3)o2)cc1 | -2% | . | . | -19 | . | . | -2%
Cc1c(NS(=O)(=O)c2ccc(C(=O)NCc3ccccc3)cc2)c(=O)n(-c2ccccc2)n1C | 6% | 4% | 4% | -35 | -19% | 3% | 2%
COc1ccc(-c2nnc3c4ccccc4c(C)nn23)cc1S(=O)(=O)N1CCN(CCO)CC1 | -1% | 3% | ? | 5 | 188%[activator] | 0% | ?
CCOC(=O)COc1ccc(S(=O)(=O)Nc2ccc3c(c2)OCCO3)cc1 | 3% | -4% | 29% | 27 | -53% | 1% | -12%
CN1C(=O)C2C(c3ccc(N(C)C)cc3)NN(Cc3ccccc3)C2C1=O (stereo not drawn) | -5% | ? | 9% | -5 | -11%[2.29 µM] | 3% | -10%
CC(C)c1ccc(CN(Cc2ccco2)c2cnc(S(C)(=O)=O)nc2C(=O)Nc2ccccc2)cc1 | -8% | . | . | -9 | . | . | 1%
CCN(C(=O)c1cc2c(C)nc3ccccc3c2o1)c1cc(Cl)ccc1OC | -1% | -3% | 10µM* | ? | 141%[activator] | 6% | -4%
COc1ccc(-n2c(-c3ccc(Cl)cc3)cc3c2CC(C)(C)CC3=O)c(OC)c1 | -2% | . | . | -35 | . | . | -4%
O=C1NC[C@H](CCCCN2C[C@H](Cc3ccccc3)N(CCC3CCCCC3)C(=O)C2=O)N(Cc2ccccc2)C1=O | 2% | -2% | . | 8 | . | . | .
O=C(CN1CCN(c2ccccc2)CC1)Nc1ccc2c(c1)CCC2 | 7% | -12% | 1% | 41 | 46% | 0% | 2%
CC(C)[C@H](NC(=O)C1CC(=O)N(c2ccc3c(c2)OCO3)C1)C(=O)NC1CCCC1 (stereo partly drawn) | 0% | -14% | 6% | 16 | -10% | -8% | ?
COC(=O)c1ccccc1NC(=O)c1cc(-c2cccs2)on1 | -5% | 6% | -7% | 125 | -1% | 3% | 1%
Cc1cc(C(C)(C)C)cc(S(=O)(=O)Nc2ccc(C(=O)O)cc2)c1C | 3% | 14% | 14% | 3 | -22% | -1% | -8%
CCOC(=O)c1c(C)[nH]c(C(=O)OCCOc2ccc(Cl)cc2)c1C | -2% | -3% | ? | 15 | -22% | 4% | -4%

Some of the entries so far, as labelled records:
smiles: COc1cccc(NC(=O)CSc2nc3ccccc3n2C)c1
  Tb PYK inh: -19%&2%
  AMA1 RON2 block: 0%
  HCV inhibitor: 10%
  HCMV inh: ?
  AmpC inh no detg: -26%
  LmPK inh: -2%
  AmpC inh detg: -5%&11%
smiles: O/N=C\c1cnc(N2CCN(c3ccccc3)CC2)s1
  Tb PYK inh: 0%
  AMA1 RON2 block: -10%
  HCV inhibitor: -1%
  HCMV inh: -6
  AmpC inh no detg: -26%
  LmPK inh: -2%
  AmpC inh detg: -1%

Continuation:
SMILES | Tb PYK inh | AMA1 RON2 block | HCV inhibitor | HCMV inh | AmpC inh no detg | LmPK inh | AmpC inh detg
O=C1NN(c2ccc(Cl)c(Cl)c2)C(=O)/C1=C/c1cccc(OC(=O)c2cccs2)c1 | . | . | 1% | . | ? | -1% | ?
COc1ccc(OC)c(Nc2nc(-c3sc(NC(=O)CC(C)C)nc3C)cs2)c1 | -7% | -14% | 2.8µM* | ? | -28% | 4% | 2%
CC1(Cc2ccc(Cl)c(Cl)c2)C(=O)Nc2ccc(S(=O)(=O)NC3CCCCC3)cc21 (stereo not drawn) | 8% | -5% | . | 27 | . | . | .
CC(C)n1c(=O)c2c(O)cc(=O)oc2c2ccccc21 | 10% | -18% | -1% | 79 | -21% | -2% | -6%
CC(C)(C)S(=O)(=O)c1ccc2nc3c(n2c1)CCCC3 | -2% | -19% | 11% | 15 | -13% | -4% | -15%
COC(=O)c1ccc2nc(-c3cccc(Br)c3)c(Cc3ccsc3)n2c1 | 1% | 25% | . | ? | . | . | .
COC(=O)[C@]1(C)N[C@H](CN(C)C(=O)Nc2ccc(OC)cc2)[C@@H]2C(=O)N(Cc3ccccc3)C(=O)[C@@H]21 | 0% | -5% | 19% | -17 | 63%[activator] | . | .
Cc1nc(-c2ccc(S(=O)(=O)N3CCN(Cc4ccccc4)CC3)s2)cs1 | -1% | -7% | ? | ? | 16% | 6% | 4%
COc1cccc(C(=O)Nn2cnnc2)c1OC | 7% | 0% | 19% | 26 | -15% | -1% | -10%
O=C(/C=C/c1ccc([N+](=O)[O-])cc1)NCC1CCCO1 (stereo not drawn) | 2% | 8% | -16% | -15 | 0% | 1% | 0%
CC(C)(CNS(=O)(=O)c1ccc(F)cc1)CNS(=O)(=O)c1ccc(F)cc1 | -3% | 3% | 4% | -3 | -25% | -1% | ?
Cc1ccc(NC(=O)CCCc2c[nH]c3ccccc23)nc1 | -1% | -16% | -22% | -98* | -10% | -4% | 4%
CCN(CC)S(=O)(=O)c1ccc(C)c(NC(=O)Cn2cnc3cc([N+](=O)[O-])ccc3c2=O)c1 | 3% | -4% | ? | -31 | -36% | 1% | -8%
C[C@@H]1CN([C@@H](C)CO)C(=O)CCCn2cc(nn2)CO[C@H]1CN(C)S(=O)(=O)c1ccccc1 | -1% | -6% | . | -9 | . | . | .
CCNC(=O)CC1SC(=Nc2cccc(Cl)c2C)N(C)C1=O (stereo not drawn) | -10% | 17% | 2% | 37 | 50% | 2% | ?
COCCNC(=O)C1(C(F)(F)F)CC(CCCO)CCCO1 (stereo not drawn) | 3% | 0% | 15% | 3 | . | . | .
Cc1ccccc1/C=C/c1nc2ccccc2c(=O)n1CCc1ccccc1 | -4% | -2% | ? | -27 | -36% | 3% | -5%
O=C(c1ccc2c(c1)OCO2)[C@@H]1[C@@H]2C(=O)N(C3CCCCC3)C(=O)[C@@H]2C2c3ccccc3C=CN21 (stereo partly drawn) | -5% | 0% | -27% | -18 | 11% | 4% | -2%
CCC(CC)c1nnc(NC(=O)CCc2ccc(OC)cc2)s1 | -10% | -6% | 24% | 6 | 3% | 34% | ?
CCOC(=O)C1(CC2CC2)CCN(C(=O)c2cc(C3CC3)nc3ccccc23)CC1 | 3% | ? | ? | -37 | 114%[activator] | -9% | -9%
Cc1cccc(C)c1NC(=O)CSc1nnc(Cc2ccccc2)o1 | 6% | -17% | 7% | -12 | -10% | -3% | -12%
CCOC(=O)C1=NOC(Cn2cc(C#N)c(=O)n(C)c2=O)C1 (stereo not drawn) | -1% | 0% | 4% | -37 | -17% | 0% | ?
O=c1[nH]c(COc2ccc(Cl)cc2Cl)nc2ccccc12 | 3% | 1% | 6% | 56 | -23% | 3% | -4%
Cc1c(C(=O)N2CCN(S(=O)(=O)c3ccccc3)CC2)oc2ccc(Br)cc12 | 4% | 2% | ? | -38 | 0% | . | .
CCOc1ccccc1C(=O)Nc1ccc(-n2nncc2C(C)(C)C)cc1 | -12% | 6% | ? | -27 | 6% | 4% | -2%
COC(=O)CSc1nc(C)c(C(=O)Nc2ccccc2C)c(-c2ccc(Cl)cc2)c1C#N | -4% | 18%[11.6 µM] | 8% | 0 | 12% | 1% | -12%
Cc1ccc(NC(=S)N(CCN2CCOCC2)Cc2cc3cc4c(cc3[nH]c2=O)OCCO4)cc1 | 6% | -9% | -4% | 23 | 95%[activator] | 2% | -2%
O=C(C[C@H]1C[C@H](C(=O)N2CCCCC2)[C@@]2(CCc3ccccc3)c3[nH]c4cc(-c5ccco5)ccc4c3CCN2C1=O)NCCN1CCOCC1 | 2% | -5% | ? | -101* | 212%[activator] | . | .
N#Cc1ccccc1NC(=O)C(=O)NCC(c1cccnc1)N1CCN(c2ccccc2)CC1 (stereo not drawn) | 4% | . | . | 5 | . | . | 23%
CC(C)c1ccccc1NC(=O)COC(=O)CCN1C(=O)/C(=C\C=C\c2ccccc2)SC1=S | -1% | -16% | 3% | -86* | -37% | -1% | -13%
COc1cc2c(cc1OC)C(c1ccccc1O)NCC2 (stereo not drawn) | 2% | ? | 0% | 8 | -14% | 0% | 2%
N#Cc1nc(COc2ccc(Cl)cc2)oc1N1CCN(Cc2ccccc2)CC1 | 1% | ? | ? | 36 | 20% | 1% | -2%
COc1ccccc1-c1n[nH]c2c1[C@H](C)CC[C@H]2C(C)C | 2% | -9% | -16% | -21 | 7% | 5% | -9%
CN1CCN(S(=O)(=O)c2cccc([N+](=O)[O-])c2)CC1 | -8% | 13% | . | 56 | . | . | .
N#CCCN(Cc1ccccc1)C(=S)Nc1ccc(F)cc1 | 1% | 15% | 12% | -26 | -14% | -2% | 5%
CC(C)(C)c1nc2c(s1)CCc1onc(-c3ccc(Cl)cc3)c1-2 | 4% | 0% | 2% | -15 | -28% | . | -8%
COc1cc(/C=C/C(=O)OCC(=O)Nc2cc(C(F)(F)F)ccc2N2CCOCC2)ccc1O | -7% | -10% | ? | 0 | -5% | 3% | -3%
COc1ccccc1-c1cc(C(F)(F)F)nc(S(=O)(=O)CCCC(=O)Nc2ccccc2F)n1 | -4% | . | . | -103* | . | . | -3%
COc1ccc([C@H]2C[C@H](O)[C@@H](n3cc(-c4ccc(F)cc4)nn3)CN2C(=O)C2CCCCC2)cc1 | -7% | -7% | . | -9 | . | . | .
CC(C)(C)c1ccccc1NC(=O)c1c(O)c2cccc3c2n(c1=O)CC3 | . | . | . | . | -31% | 1% | 0%

Assay outcomes (PubChem BioAssay)
